Rat MKP-3 inhibitors: MKP-3 phosphatase inhibitors, primary screen, biochemical, rat enzyme, in vitro (AID 425); recombinant MKP-3 phosphatase activity, fluorescence; higher % means a stronger effect; inhibition, % at 20 µM; hits with a dose series show IC50 in µM; hit rate 0.17% among 110,000; in the data active = inhibition above about 50%;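 also: plate controls were vehicle for no effect and reference inhibitor for full effect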
Hsp70 inhibitors: Hsp70 inhibitors, probe displacement, primary screen, biochemical, fluorescence polarization (AID 583); Hsp70 fluorescence polarization probe displacement, mP; higher % means a stronger effect; displacement, % at 20 µM, or IC50 in µM where a hit was titrated; hit rate 0.06% among 140,000; in the data active = displacement above about 50%;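 also: plate controls were vehicle for no effect and reference ligand for full effect; a part of the inactive calls stands beside numbers as strong as those of hits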
* = called active by the depositor; . = not tested or not shown; & = joins results of further samples. Only part of the results is shown; the hit share may differ from the screen's.

SMILES	Rat MKP-3 inhibitors	Hsp70 inhibitors
COc1ccc(C(=O)Oc2cccc3c(OC)ccc(C=O)c23)cc1OC	6%	0.6%
Cc1ccc2oc(-c3ccccc3C(=O)O)cc(=O)c2c1	-5%	8.2%
Cc1[nH]n(-c2ccc([N+](=O)[O-])cc2)c(=O)c1C=NC1CCCCC1	2%	1.1%
CC(=O)OCCNC(=O)Cn1cnc2c1c(=O)n(C)c(=O)n2C	-7%	-1.4%
Cc1cc(OCC(=O)N(C)Cc2ccccc2)ccc1Cl	1%	5.3%
COCCNC(=O)c1cc(-c2ccccc2OC)on1	-1%	7.4%
CCOc1ccccc1C(=O)NCC(=O)OCC(=O)N1C(C)CCCC1C (stereo not given)	4%	-0.4%
CC12CCCCC1(O)[N+](=O)C1=C(CCCC1)N2[O-] (stereo not given)	-6%	-2.8%
CC(C)NC(=O)CSc1nnc2sc3ccccc3n12	10%	0.3%
O=C(Nc1nnc(C2CCCC2)s1)C1CCN(S(=O)(=O)c2ccc(Cl)cc2)CC1	0%	3.0%
Cc1cc(NC2CCCCC2)nc(-c2ccccc2O)n1	.	-1.6%
OCCNc1nc2ccccc2n1-c1ccccc1	-1%	2.2%
COc1ccc(S(=O)(=O)N/N=C/c2c(C)[nH]c3ccccc23)cc1	4%	-1.7%
CC(C1COc2ccccc2O1)N1C(=O)CCC1=O (stereo not given)	-4%	-0.3%
O=C1CC(c2ccc(F)cc2)Cc2nc(N3CCOCC3)ncc21 (stereo not given)	0%	-20%
O=C(CCc1nc2ccccc2[nH]c1=O)OCC(=O)c1ccc(Cl)cc1	.	4.1%
CC(=O)Nc1ccccc1Nc1cc(C#N)c(C#N)cc1[N+](=O)[O-]	.	-0.9%
CN(C)c1nc2n(c(=S)n1)CCS2	-5%	-3.7%
CCOC(=O)CSc1nnnn1-c1cccc2ccccc12	0%	5.4%
COc1ccc(C(=O)Nc2cc(OC)ccc2OC)cc1	-18%	-3.6%
CCOC(=O)c1ccccc1NC(=O)CSc1nc2c(c(=O)n(C)c(=O)n2C)n1C	8%	0.2%
CCN(CC)C(=O)/C(=C/c1cccc([N+](=O)[O-])c1)NC(=O)c1ccc(C)cc1	5%	-6.7%
Cc1ccnc(NC(=O)C23CC4CC(CC(C4)C2)C3)c1	-3%	1.5%
Cc1ccc(OCC(=O)Nc2ccc(I)cc2C)c(C)c1	3%	-2.3%
CCOc1ccc(/C=N/N2CCN(C(c3ccccc3)c3ccccc3)CC2)cc1	3%	2.1%
CCSc1oc(-c2cccs2)nc1S(=O)(=O)c1ccccc1	3%	-0.3%
CCN(CC)S(=O)(=O)c1cc(-c2nnc(-c3ccc(Br)cc3)o2)ccc1Cl	-4%	4.7%
CCn1c(SCC(=O)NCc2ccccc2)nnc1-c1c[nH]c2ccccc12	.	-0.4%
O=C(NCCN1CCOCC1)c1ccc2c(c1)N(Cc1ccccc1)C(=O)CS2	-8%	0.1%
O=c1[nH]cnc2nc3n(c12)CCCCC3	-9%	-1.5%
CCCN1C2=NCCN2c2ccccc21	5%	-2.5%
CCCn1c(-c2ccc(OC)cc2)nc2ccccc21	-9%	-5.3%
CCOC(=O)c1cnc2c(-c3ccccc3)cnn2c1N	-15%	-5.4%
Cc1cc(-c2ccc(/C=c3/sc4nc5ccccc5n4c3=O)o2)cc([N+](=O)[O-])c1C	-2%	2.0%
O=C(CN1C(=O)COc2ccccc21)N1CCc2ccccc2C1	.	1.5%
Cc1cc(C)c2c(=O)[nH]c(SCC(=O)Nc3ccccc3)nc2n1	-19%	-7.2%
O=C1c2ccccc2C(=O)N1/N=C/c1ccc(Cl)c([N+](=O)[O-])c1	-2%	3.2%
O=C(CCCn1c(=O)[nH]c2cc(Cl)ccc2c1=O)NCC1CCCO1 (stereo not given)	-5%	-0.6%
CCOC(=O)c1[nH]c(=O)c2ccccc2c1O	-5%&6%	0.3%&6.0%
Cc1ccc(NC(=O)c2cc(S(=O)(=O)N3CCOCC3)ccc2F)c(C)c1	-10%	-2.4%
Cc1cc(N2CCN(c3ccccc3F)CC2)nc2cc(O)ccc12	-12%	12%
O=C(Nc1ccc2c(c1)OCCO2)c1ccc(S(=O)(=O)N2CCCCC2)cc1	2%	0.6%
CC(=O)c1cc(C(=O)Nc2ccccc2C(=O)O)oc1C	-10%&2%	5.7%&5.4%
O=C(NC1C2CC3CC(C2)CC1C3)c1ccc(Cl)cc1Cl (stereo not given)	-4%	5.5%
CCOc1ccc2ccc(OCC)c(/C=C3/SC(=S)NC3=O)c2c1	-2%	-2.4%
Cc1nc(NC(=O)c2oc3ccccc3c2C)sc1C(=O)N(C)C	-5%	6.6%
CC(C)(C)OC(=O)NCCc1nnc(SCC(N)=O)o1	-2%	0.7%
CCC(=O)Nc1ccc(NC(=O)/C=C/c2ccco2)cc1	5%	-5.6%
O=C(COC(=O)[C@H](Cc1ccccc1)N1C(=O)c2ccccc2C1=O)Nc1ccc2c(c1)OCO2	.	1.6%
COc1ccc(Cl)cc1NC(=O)CSc1nnc(COc2ccccc2)n1C	2%	4.5%
CCN(CC)C(=O)CSc1nc2ccccc2o1	.	7.3%
COCC(O)CSc1nc(C)[nH]c1[N+](=O)[O-] (stereo not given)	.	2.3%
O=C(NCCN1CCOCC1)c1nn2c(c1Cl)NC(c1ccccc1)CC2C(F)(F)F (stereo not given)	0%	-1.1%
CC(=O)C1=C(C)NC(=O)NC1c1cccc([N+](=O)[O-])c1 (stereo not given)	-7%	-0.2%
Cc1ccc(-c2cc(-c3cccc(F)c3)n[nH]2)c(O)c1	-11%	-2.8%
CCN(CC)C(=O)CSc1nc2ccccc2c(=O)n1CCC(=O)NCc1ccc(F)cc1	-5%	-2.8%
CC(=O)Oc1cccc(/C=C2\C=C(c3ccc(Br)cc3)OC2=O)c1	9%	1.3%
O=C(Cc1c(C(=O)O)[nH]c2ccccc12)Nc1ccc2c(c1)OCO2	-2%	-1.6%
O=C(Nc1nc(NC(=O)c2ccco2)n(-c2ccccc2)n1)c1ccccc1	-7%	1.6%
Cc1cc2c(c(N)n1)c(=O)oc1ccccc12	-6%	-0.9%

Laid out differently: entries from further up.
| structure | Rat MKP-3 inhibitors | Hsp70 inhibitors |
| --- | --- | --- |
| COCCNC(=O)c1cc(-c2ccccc2OC)on1 | -1% | 7.4% |
| CCOc1ccccc1C(=O)NCC(=O)OCC(=O)N1C(C)CCCC1C (stereo not given) | 4% | -0.4% |
| CC12CCCCC1(O)[N+](=O)C1=C(CCCC1)N2[O-] (stereo not given) | -6% | -2.8% |
| CC(C)NC(=O)CSc1nnc2sc3ccccc3n12 | 10% | 0.3% |
| O=C(Nc1nnc(C2CCCC2)s1)C1CCN(S(=O)(=O)c2ccc(Cl)cc2)CC1 | 0% | 3.0% |

Next results.
SMILES	Rat MKP-3 inhibitors	Hsp70 inhibitors
O=C(c1ccc(NS(=O)(=O)c2ccccc2)cc1)N1CCCC1	-6%	5.6%
COc1cc(/C=C2\SC(=S)N(c3cccc(C(F)(F)F)c3)C2=O)cc(OC)c1OC	3%	1.8%
O=C1C2C3C=CC(CO)(O3)C2C(=O)N1c1ccc(-c2ccccc2)cc1 (stereo not given)	-6%	2.4%
C=CCSc1nnc(NC(=O)c2ccc(S(=O)(=O)NCC3CCCO3)cc2)s1 (stereo not given)	-8%	8.1%
COC(=O)C1=C(C(=O)OC)SC(=C2C(=S)C(C)(C)N(C(=O)CC(C)C)c3ccccc32)S1	.	4.0%
COc1cccc(N2C(=O)CC(N3CCN(C(c4ccccc4)c4ccccc4)CC3)C2=O)c1 (stereo not given)	0%	2.6%
CC(C)NC(=O)C1CC(=O)N(c2ccc(F)c(Cl)c2)C1 (stereo not given)	0%	-1.3%
O=C1CCCC/C1=C\Nc1ccc(O)cc1	-9%	4.9%
Cc1c(/C=C/c2nc3ccccc3c(=O)n2C)c2ccccc2n1C	3%	0.3%
COCC(C)NC(=O)CCSc1nc(-c2ccc(OC)cc2)cc(C(F)(F)F)n1 (stereo not given)	.	2.9%
COc1ccc(N/C=C2\CCOC2=O)cc1	-2%	-2.6%
Cc1cccc(OCC(=O)O/N=C(\N)c2cccnc2)c1	1%	-2.0%
O=C(NC1CCCCCC1)C1CCCN(S(=O)(=O)c2cnc[nH]2)C1 (stereo not given)	6%	-1.9%
CC(NC(=O)c1ccc(F)cc1)C(c1cccs1)N1CCN(C)CC1 (stereo not given)	-5%	5.5%
COC(=O)c1c(NC(=O)c2c(OC)cccc2OC)sc2c1C(C(=O)OC)CC2 (stereo not given)	1%	-2.7%
Cc1ccc(Nc2cc(N3CCOCC3)c3noc4c3c2C(=O)c2ccccc2-4)cc1	4%	-20%
CCCn1c2c(c(O)c(C(=O)Nc3ccc(C)cn3)c1=O)CCCC2	-7%	4.1%
COc1ccccc1N1C(=O)C(=Cc2cccn2C)C(=O)NC1=S	94%*	70%*
CCCc1cc2c(=O)c(-c3ccccn3)coc2cc1OC	-2%	-3.3%
CCOC(=O)c1ccc(N2C(=O)C3C(C2=O)C2(C)c4ccccc4C3(C)c3ccccc32)cc1 (stereo not given)	3%	-10%
O=[N+]([O-])c1cc2c(cc1C=Nc1ccc(OC(F)(F)F)cc1)OCO2	3%	1.5%
CCC(c1ccccc1)c1nnc(NC(=O)Nc2ccccc2)s1 (stereo not given)	0%	-2.7%
O=C(CSc1nc2ccccc2o1)NC(=O)NCc1ccco1	-2%	-1.9%
CN(C)Cc1c(O)ccc2cc(-c3nc4ccccc4s3)c(=O)oc12	-2%	104%
CNC(=O)OC(C)CNS(=O)(=O)c1ccc(C)cc1 (stereo not given)	-1%	3.1%
CC(=O)Nc1ccc2c(c1)C(=O)c1ccccc1C2=O	6%	-9.4%
CC(=O)Oc1ccc(C(=O)O)c(OC(C)=O)c1	2%	-4.4%
c1ccc(CSc2nnnn2-c2cccc3ccccc23)nc1	5%	0.4%
CCCCn1nnnc1NCc1ccc(OC)c(OC)c1	2%	2.2%
C=CCN(CC=C)C(=O)CN1C(=O)c2ccccc2C1=O	4%	3.9%
COc1ccc(/C=C(\NC(=O)c2ccc(Cl)cc2)C(=O)NCc2cccnc2)cc1OC	2%	-3.2%
CC(C)C12CN3CC(C(C)C)(CN(C1)C3c1c[nH]c3ccccc13)C2=O (stereo not given)	1%	3.2%
O=C(Nc1ccc(Cl)cn1)Nc1cccs1	-4%	-2.2%
CCCOc1ccc2c(C)c(CC(=O)OC)c(=O)oc2c1	-2%	-0.6%
O=C(/C=C/c1ccc(OCc2ccccc2)cc1)c1cccc(Br)c1	2%	-1.8%
Cc1cc(C)nc(SC/C=C/CSc2nc(C)cc(C)n2)n1	1%	-3.1%
CCN1N=C(c2cc(Cl)sc2Cl)CSC1=O	.	-2.1%
CCOC(=O)c1cnc2cc(-c3cccs3)[nH]n2c1=O	1%	-4.7%
COc1ccccc1NC(=O)c1c(NC(=O)C(C)(C)C)sc2c1CCCC2	3%	-2.2%
CC(C)(C)C1(O)CC(C(F)(F)F)=NN1C(=O)COc1ccccc1 (stereo not given)	1%	-5.5%
COC(=O)c1ccc(Oc2ccc(OC(C)=O)cc2)cc1	0%	-0.3%
CC(C)(C)C(=O)COC(=O)c1ccc(O)cc1	-7%	-0.5%
Cn1cc(/C=C(/C#N)C(=O)Nc2cccc(Br)c2)c2ccccc21	2%	-6.3%
O=C(NC1CCCCC1)C1CCN(C(=O)NCc2ccccc2)CC1	-3%	1.5%
COC(=O)c1ccccc1NC(=O)CN(c1ccc(C(C)C)cc1)S(=O)(=O)c1ccccc1	-3%	0.2%
COC(=O)C(C)Oc1cc2oc(=O)c3c(c2cc1Cl)CCC3 (stereo not given)	5%	-1.3%
CCCCOC(=O)Nc1ccc(C(N)=O)cc1	.	4.5%
CCn1c(SC(C)C)nnc1-c1cc(-c2ccccc2)sc1N	.	-5.0%

Ordered by the number under Hsp70 inhibitors (falling): some entries from above.
SMILES	Rat MKP-3 inhibitors	Hsp70 inhibitors
COC(=O)c1ccccc1NC(=O)CN(c1ccc(C(C)C)cc1)S(=O)(=O)c1ccccc1	-3%	0.2%
CC(C)(C)C(=O)COC(=O)c1ccc(O)cc1	-7%	-0.5%
CC(C)(C)C1(O)CC(C(F)(F)F)=NN1C(=O)COc1ccccc1 (stereo not given)	1%	-5.5%
Cn1cc(/C=C(/C#N)C(=O)Nc2cccc(Br)c2)c2ccccc21	2%	-6.3%

Next part:
SMILES	Rat MKP-3 inhibitors	Hsp70 inhibitors
CCOCCOCCC(C(=O)O)P(=O)(c1ccccc1)c1ccccc1 (stereo not given)	-4%	1.8%&-0.2%
COc1cccc(/C=C2\SC(=S)N(Cc3ccccc3)C2=O)c1OC	-1%	0.6%
Cc1ccccc1N1C(=O)c2cccc3c(N4CCNCC4)ccc(c23)C1=O	1%	94%
C/C(Cn1cnc([N+](=O)[O-])n1)=N\NC(=O)c1ccccc1	.	-2.3%
Cc1ccc(C2CC(C(F)(F)F)n3ncc(C(=O)N4CCSCC4)c3N2)cc1 (stereo not given)	6%	-2.6%
COc1ccc(-n2cnnc2SCC(=O)Nc2cc(C(C)(C)C)nn2-c2ccccc2)cc1	.	8.5%
CCOc1ccccc1OCC(=O)OCC(=O)Nc1ncc(Cl)cc1Cl	-5%	4.1%
Brc1cccc(CN2CCN(Cc3ccccn3)CC2)c1	1%	3.7%
O=C(COc1ccccc1[N+](=O)[O-])N/N=C/c1cc(O)c(Br)cc1Br	-1%	2.0%
Cc1[nH]nc2ncc(C(=O)c3cc(F)ccc3O)cc12	.	-0.4%

Retrieved by compound from the entries so far:
SMILES	Rat MKP-3 inhibitors	Hsp70 inhibitors
COc1ccc(-n2cnnc2SCC(=O)Nc2cc(C(C)(C)C)nn2-c2ccccc2)cc1	.	8.5%
Cc1ccc(C2CC(C(F)(F)F)n3ncc(C(=O)N4CCSCC4)c3N2)cc1 (stereo not given)	6%	-2.6%
CCOCCOCCC(C(=O)O)P(=O)(c1ccccc1)c1ccccc1 (stereo not given)	-4%	1.8%&-0.2%
O=C(COc1ccccc1[N+](=O)[O-])N/N=C/c1cc(O)c(Br)cc1Br	-1%	2.0%

Screening data (PubChem)
